ATXN2 expr inh – reduces ATXN2 reporter expression in HEK-293 cells; HEK-293 ATXN2-luciferase reporter, luminescence, 24 h; Potency, µM (titrated, usually from 57 µM), inactives show at the highest dose activity change, negative = inhibition, actives largely listed as inhibitors; 0.72% of 360,000 active; AID 1745845; further: potency means the concentration at half of the fitted maximal effect; on the % scale 0 is the no-effect control and ±100 the full control effect; nearly all actives have a fitted effect of over 55% in size
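ATXN2-luciferase reporter cells (luciferase flanked by upstream and downstream ATXN2 gene portions) were treated 24 h at 37 °C with compounds at up to 57 uM. SteadyGlo luminescence gave expression; GF-AFC fluorescence gave viability.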
SW480 rereplic – induces DNA re-replication in SW480 colon adenocarcinoma cells; SW480 DNA re-replication, Hoechst DNA content imaging, 48 h; Potency, µM (titrated, usually from 46.1 µM), inactives show at the highest dose re-replication activation, hits mostly activators; 1.8% of 340,000 active; AID 624297; further: potency means the concentration at half of the fitted maximal effect; % of control where 0% means no effect; nearly all actives have a fitted effect of over 55% in size
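Cells (250 per well) received 23 nL compound or DMSO by pin tool and were kept 48 hr at 37 C, 5% CO2. Nuclei were then stained with Hoechst for 40 min and scanned for DNA content.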
HepG2 viability – kills HepG2 cells in TGF-b inhibitor counter-screen; 0.76% of 410,000 active; HepG2 CAGA-GFP viability, ATP luminescence, 18 h; AID 588856; Potency, µM (titrated, usually from 46.1 µM), for inactives: at the top dose activity change, negative = cytotoxicity, hits mostly cytotoxic; further: potency means the concentration at half of the fitted maximal effect; some results filed as inactive show a strong effect at the top dose
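HepG2 CAGA-GFP cells (1000/well, DMEM with 1% FBS) received compound, then TGF-beta at 500 pg/mL final, and were incubated 18 hours at 37 degrees C. Viability was read by CellTiter-Glo luminescence. Media-only wells were set as complete cell-killing and DMSO as no toxicity.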
MCF10A rerep – induces DNA re-replication in MCF 10a normal breast cells; AID 624296; 2.9% of 350,000 active; Potency, µM (titrated, usually from 46.1 µM), inactives show at the top dose activity, positive = re-replication, most hits filed as activators; MCF 10A DNA re-replication, Hoechst nuclear intensity, 48 h; further: potency means the concentration at half of the fitted maximal effect; % of control where 0% means no effect; nearly all actives have a fitted effect of over 50% in size
S2 tox – reduces viability in counter-screen for ATXN expression inhibitors | S2 cells (HEK-293 line with an ATXN2-luciferase reporter) viability, CellTiter-Fluor protease fluorescence, 24 h | Potency, µM (top dose mostly 56.7 µM), hits mostly cytotoxic | 0.49% of 400,000 active | AID 651635; further: potency means the concentration at half of the fitted maximal effect; nearly all actives have a fitted effect of over 40% in size
HT1080 IDH1KD tx – toxicity to HT-1080 IDH1 knockdown cells (counter line). Potency, µM (top dose mostly 46.1 µM), inactives show at the highest dose activity, negative = toxicity, hits mostly cytotoxic. AID 686971. HT-1080 IDH1 knockdown viability, ATP luminescence, 48 h. 2% of 360,000 active;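 further: potency means the concentration at half of the fitted maximal effect; 0% = DMSO wells and -100% = cell-free medium wells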
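Viability of IDH1-knockdown HT-1080 fibrosarcoma cells was assessed by CellTiter-Glo after 48 h at 37 °C with titrated compound; concentration-effect curves were classified by fit quality and response size.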
HT1080-NT tox – kills 2HG-producing HT-1080-NT fibrosarcoma cells. HT-1080-NT fibrosarcoma viability, CellTiter-Glo ATP luminescence, 48 h. AID 686970. Potency, µM (highest dose often 46.1 µM), without a hit: at the highest dose activity, negative = less viability, actives largely listed as cytotoxic. 1.6% of 360,000 active;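 further: NT is the 2HG producing partner of a matched IDH1 knockdown line; potency means the concentration at half of the fitted maximal effect; 0% = DMSO-treated cells and -100% = media-only wells without cells; nearly all actives have a fitted effect of over 55% in size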
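HT-1080-NT fibrosarcoma cells (2HG-overproducing), 750 cells/well in RPMI with 5% FBS, dosed after 2 h and incubated 48 h at 37C. CellTiter-Glo luminescence normalized to DMSO and no-cell wells; concentration-response curves fitted and classed.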
IL-1B inflam inh – blocks inflammasome-driven IL-1 beta release; THP-1 LPS/ATP IL-1B secretion, AlphaLISA, 16 h; active compounds read low; activity change, % at 57.5 µM; 4.7% of 360,000 active; in the data active means activity change below about -50%; inconclusive means mostly about -30% to -49%; further: on the % scale 0 is the no-effect control and ±100 the full control effect
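Secreted IL-1B measured by AlphaLISA bead assay after 16 h compound exposure of THP-1 cells; compounds (final up to 57.5 uM) added 1 h before LPS (250 ng/mL) and ATP (1.25 mM) stimulation; lower signal means less secretion.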
KB-3-1 cytotox – KB-3-1 parental cell cytotoxicity; Potency, µM (top dose mostly 46.1 µM), for the others: top-dose activity change, negative = cytotoxic, usual class: cytotoxic; AID 1347075; KB-3-1 viability, CellTiter-Glo ATP luminescence, 72 h; 1.4% of 400,000 active; further: potency means the concentration at half of the fitted maximal effect; on the % scale 0 is the no-effect control and ±100 the full control effect; nearly all actives have a fitted effect of over 60% in size
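KB-3-1 parental drug-naive adenocarcinoma cells in DMEM/10% FBS, incubated 72 h at 37 C with pin-transferred compounds across a concentration series. Viability by CellTiter-Glo luminescence; concentration-response curves fitted after normalization.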
An asterisk follows results filed as active; i = inactive; ? = inconclusive; . = no result given; & = joins results of further samples; [ ] = dose if it differs, or a comment. Unless noted, the call rests on the fitted dose curve; in most records, active means well fitted curve in the direction sought with a large enough effect; inconclusive means small, poorly fitted or top-dose-only effect, or another doubt; inactive means no such curve, though single readings can be large; an effect the other way counts as inactive or inconclusive.

Order of values: KB-3-1 cytotox	HT1080 IDH1KD tx	SW480 rereplic	ATXN2 expr inh	HepG2 viability	S2 tox	IL-1B inflam inh	MCF10A rerep	HT1080-NT tox
COc1ccc(NC(=O)COC(=O)c2ccc(OCc3ccc(Cl)cc3Cl)c(OC)c2)c(OC)c1
 : ?	7%	-3%	-19%	10%	?	6	6%	5%
CCc1nn(CCCC(=O)NC2CCCCC2C)c(=O)c2cc3occc3n12 (stereo not given)
 : ?	4%	.	.	-57%	i	3	.	5%
O=C(O)c1cc2ncc(CCO)cn2n1
 : 9%	4%	-2%	-18%	0%	i	14	-12%	3%
O=C(CCC(=O)c1cccs1)Nc1nnc(C2CC2)s1
 : 4%	1%	1%	5%	-36%	i	15	6%	-2%
O=C(Nc1cc(Cl)ccc1Cl)c1cc(S(=O)(=O)N2CCCc3ccccc32)ccc1F
 : -22%	.	.	7%	-8%	i	.	.	.
Brc1ccc(CSc2nccn2-c2ccccc2)cc1
 : 14%	-4%	?	-2%	-17%	i	-24	?	0%
CCC(=O)n1nc(-c2ccc(OC)cc2)nc1NCc1cccs1
 : 3%	11%	-27%	13%[11.3 µM]	-3%	i	0	1%	0%
CC(C)NC(=O)Nc1ccc2c(c1)C(=O)N([C@H](C)CO)C[C@H](C)[C@@H](CN(C)S(=O)(=O)c1cccs1)O2
 : 3%	10%	-13%	5%	-3%	i	14	?	14%
Cn1cccc1C(=O)Nc1ccc(Cl)c(S(=O)(=O)N2CCCCC2)c1
 : ?	-3%	1%	-2%	-11%	i	-21	2%	-1%
COc1ccc(NC(=O)CSCC(=O)N(C)Cc2ccc3c(c2)OCCO3)cc1
 : -3%	9%	1%	10%	4%	?	18	3%	7%
COc1cc(CNS(=O)(=O)CCl)cc(OC)c1OC
 : 17%&1%	14%	-27%[9.22 µM]	9%	9%&0%	i	26	0%	12%
CC(C)CC1=NC(C(F)(F)F)(C(F)(F)F)c2c(n(CC(C)C)c(=O)[nH]c2=O)N1
 : -1%	2%	-6%	-21%	-8%	i	9	-9%	0%
CC(C)C[C@H](NC(=O)N1CCn2c1nc1ccccc12)C(=O)NCCc1ccccc1
 : 1%	-20%	-23%	-6%	1%	i	-51*	2%	-18%
CC(=O)Nc1ccc(S(=O)(=O)Nc2ccccc2C(=O)NCc2cccnc2)cc1
 : ?	11%	-1%	21%	-3%	i	14	-4%	1%
COC(=O)c1cc(S(=O)(=O)NCc2cccs2)c[nH]1
 : -1%	0%	-11%	.	-12%	i	-8	-9%	-11%
Cc1ccc(S(=O)(=O)N(CC(=O)Nc2ccc(F)cc2F)Cc2ccc(F)cc2)cc1
 : 0%	.	.	-2%	-36%	i	.	.	.
CN(C)CCCNC(=O)c1ccc(CN(c2ccccc2)S(C)(=O)=O)cc1
 : 7%	8%	-3%[9.22 µM]	9%	-21%	i	5	?	17%
O=C(OCc1ccccc1)C1CCN(S(=O)(=O)c2cccs2)CC1
 : -1%	17%	.	.	-1%	i	18	.	12%
Cc1ccc2nc(-c3ccco3)c(Cc3cccc(Cl)c3)n2c1
 : -3%	?	.	-20%	-58%	?	-21	.	?
COc1ccc(-c2nc(N)n[nH]2)cc1
 : 9%	9%	1%	4%	-39%	i	1	-6%	11%
CC1CCCC(C)N1CCCNC(=O)C(=O)Nc1ccc2nc3n(c(=O)c2c1)CCCCC3 (stereo not given)
 : 24%	12%	1%	6%	-2%	i	-3	2%	8%
CCCCc1nnc(NC(=O)c2ccc(OCc3c(C)noc3C)cc2)s1
 : 6%	-29%	?	-26%	-22%	i	1	18%	-14%
CN(C(=O)COC(=O)C1=COCCO1)C1(C#N)CCCCC1
 : -11%	-2%	-6%	-2%	-34%	i	3	3%	-7%
COc1ccc(NC(=O)C(=O)NNC(=O)c2cccs2)cc1
 : 29%	1%	-15%	13%	-20%	i	1	-5%	6%
COc1ccc(C2=NOC(C(=O)Nc3ccc(C(C)=O)cc3)C2)cc1OC (stereo not given)
 : -4%	-9%	-8%	20%	1%	i	-13	17%	6%
Cc1cc(C)c(C(N)=O)c(Nc2cccc(Cl)c2C)n1
 : 2%	2%	12%	16%	2%	i	-2	14%	-5%
CC1C(=O)N2CCCc3cc(NS(C)(=O)=O)cc1c32 (stereo not given)
 : 2%	5%	-4%	.	-44%	i	-15	1%	-1%
COc1ccc(-c2n[nH]c(=S)n2C2CCCCC2)cc1
 : -4%	-10%	-3%[9.22 µM]	0%	-1%	i	0	2%	-13%
Cc1ccc(/C=N/c2sc3c(c2C#N)CCC3)o1
 : -4%	4%	-2%	37%[activator]	2%	?	-11	1%	2%
O=C(OCc1c(-c2ccccc2)ncc2ccccc12)c1ccco1
 : -4%	-3%	-22%[9.22 µM]	-11%	-4%	i	-12	7%	0%
COc1ccc(S(=O)(=O)NCCSc2nnnn2-c2ccccc2)cc1OC
 : -23%	.	.	-7%	4%	i	.	.	.
CCOc1cccc(NC(=O)C2CC(=O)N(CC)C(=Nc3ccc(F)cc3)S2)c1 (stereo not given)
 : -17%	.	.	?	-34%	?	.	.	.
COC(=O)c1cc(OC)c(OC)cc1N=CC1=C(O)CC(C)(C)CC1=O
 : 20%	4%[9.24 µM]	-10%	2%	-1%	i	0	1%	5%
CCCS(=O)(=O)n1nc(-c2ccc(Br)cc2)cc1N
 : -28%	6%	-3%	9%	-10%	i	-6	-5%	24%
COc1ccc(/C=N/Nc2nc(N3CCCC3)nc(N3CCCC3)n2)cc1
 : ?	-7%	?	-3%	-27%	?	-6	?	1%
CCCCC1=CC2=CC(=O)C(C)(OC(=O)C3CCCC3)C(=O)C2=CO1 (stereo not given)
 : 5%	0%	-23%	-14%	-16%	i	-4	0%	-2%
CNC[C@@H]1OCc2cnnn2CCCC(=O)N([C@H](C)CO)C[C@H]1C
 : 27%	6%	.	9%	8%	i	17	.	6%
COc1ccccc1CC(NC(C)=O)C(=O)NC1CCN(C(=O)NCc2ccccc2)CC1 (stereo not given)
 : 1%	11%	-4%	-13%	-3%	.	12	7%	17%
CCOc1ccc(CCNS(=O)(=O)c2c(C)n[nH]c2C)cc1OCC
 : 8%	11%	4%	8%	6%	i	0	7%	13%
CCN(C(=O)CCc1nc(-c2ccc(C)cc2)no1)c1cccc(Cl)c1
 : -18%	.	.	13%	-2%	i	.	.	.
NC(=O)CCc1c[nH]c2ccccc12
 : 16%	12%	1%	14%	1%	i	10	-2%	19%
COc1ccccc1N(O)C1CC(=O)N(c2ccc(F)cc2)C1=O (stereo not given)
 : -5%	23%	21%	-8%	-25%	i	1	18%	7%
CN1CCN(S(=O)(=O)c2cc([N+](=O)[O-])ccc2N/N=C/c2ccc(Cl)cc2)CC1
 : 1%	28%	0%	-7%	5%	.	19	3%	19%
Cc1ccc(C(=O)Nc2nnc(S(=O)(=O)N3CCC(C)CC3)s2)cc1
 : 9%	1%	-3%	8%	3%	i	30	-4%	2%
CC(C)=CCC[C@](C)(O[C@@H]1O[C@H](CO[C@@H]2O[C@H](CO)[C@@H](O)[C@H](O)[C@H]2O)[C@@H](O)[C@H](O)[C@H]1O)C1CC[C@]2(C)C1C(=O)CC1[C@@]3(C)CC[C@H](O[C@H]4O[C@@H](CO)[C@H](O)[C@@H](O)[C@@H]4O)C(C)(C)C3CC[C@]12C (stereo not given in full)
 : 0%	9%	-43%[inhibitor]	-2%	0%	i	15	-11%	12%

The list goes on, overlapping the part above by two compounds.
Order of values: KB-3-1 cytotox	HT1080 IDH1KD tx	SW480 rereplic	ATXN2 expr inh	HepG2 viability	S2 tox	IL-1B inflam inh	MCF10A rerep	HT1080-NT tox
Cc1ccc(C(=O)Nc2nnc(S(=O)(=O)N3CCC(C)CC3)s2)cc1
 : 9%	1%	-3%	8%	3%	i	30	-4%	2%
CC(C)=CCC[C@](C)(O[C@@H]1O[C@H](CO[C@@H]2O[C@H](CO)[C@@H](O)[C@H](O)[C@H]2O)[C@@H](O)[C@H](O)[C@H]1O)C1CC[C@]2(C)C1C(=O)CC1[C@@]3(C)CC[C@H](O[C@H]4O[C@@H](CO)[C@H](O)[C@@H](O)[C@@H]4O)C(C)(C)C3CC[C@]12C (stereo not given in full)
 : 0%	9%	-43%[inhibitor]	-2%	0%	i	15	-11%	12%
C=CCn1c(SC(C)C(=O)c2c(N)n(C)c(=O)n(C)c2=O)nnc1-c1ccoc1C (stereo not given)
 : 6%	0%	2%	.	-18%	?	0	-11%	-1%
COc1ccc(S(=O)(=O)N2CCCC(C(=O)NCCC3=CCCCC3)C2)cc1 (stereo not given)
 : ?	-13%	-1%	-11%	0%	i	-1	17%	0%
COc1ccccc1OCC(=O)NNC(=O)c1cnccn1
 : 16%	-13%	-5%[9.22 µM]	-6%	-32%	i	24	0%	-1%
COc1ccc(NC(=O)N2CCC(c3nc(-c4cccs4)no3)CC2)cc1
 : 3%	1%	-10%	17%	5%	i	0	9%	8%
COc1ccccc1NC(=O)Cn1c(=O)n(-c2ccc(C)cc2)c(=O)c2ccc(C(=O)NCc3ccco3)cc21
 : 12%	.	.	12%	-2%	i	.	.	.
CCOc1ccccc1N1CCN(C(=O)C(Sc2ccccc2)c2ccccc2)CC1 (stereo not given)
 : ?	?	-2%	-12%	14%	i	-25	?	-27%
COC(=O)C1(C(F)(F)F)C2C=CC(C2)N1S(=O)(=O)c1ccc(C)cc1 (stereo not given)
 : -2%	-9%	-6%	-3%	-11%	i	15	-26%	4%
Cc1ccccc1OCCCC(=O)NCc1ccco1
 : 8%	4%	3%	28%	6%	i	-12	-7%	9%
Cn1c(/C=N/NC(=O)c2ccccc2Br)nc2ccccc21
 : -2%	?	2%	-27%	-19%	i	-9	1%	?
COc1ccc(/C=C/C(=O)Nc2ccccc2C(N)=O)cc1S(=O)(=O)N1CCOCC1
 : 9%	-10%	6%	-9%	-3%	i	-13	1%	-8%
O=C(Nc1ccccc1C(F)(F)F)c1cc(-c2ccco2)on1
 : -4%	26%	11%	28%	-8%	i	-22	14%	0%
